IMPase Li cell – membrane-permeable IMPase blocker, potentiated with lithium; CHO-M1 cells, IP1 TR-FRET (IP-One), carbachol + lithium; Potency, µM (titrated, usually from 59.4 µM), for inactives: top-dose activity, negative = IMPase inhibition, most hits filed as inhibitors; hit rate 0.35% among 210,000;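 further: IP1 builds up when IMPase is blocked and the TR-FRET signal falls; potency means the concentration at half of the fitted maximal effect; plate controls were basal vehicle for no effect and high inhibitor control for full effect; nearly all actives have a fitted effect of over 50% in size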
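IP1 accumulation measured by competitive TR-FRET in lysed CHO-M1 cells after 30 min compound exposure at 37C, with a small lithium addition to potentiate weak responses. Hill-equation AC50 from ratio and donor-channel data.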
CBFb RUNX1 block – inhibitors of human CBF-beta and RUNX1 interaction; 230,000 tested, under 10 active; Potency, µM (top dose mostly 59.8 µM), inactives show at the top dose activity, negative = inhibition, hits mostly inhibitors; AlphaScreen CBFb-His/RUNX1-biotin binding, biochemical; Q01196+Q13951; further: % of control where 0% means no effect
Target sequence (Q01196 whole entry, looked up): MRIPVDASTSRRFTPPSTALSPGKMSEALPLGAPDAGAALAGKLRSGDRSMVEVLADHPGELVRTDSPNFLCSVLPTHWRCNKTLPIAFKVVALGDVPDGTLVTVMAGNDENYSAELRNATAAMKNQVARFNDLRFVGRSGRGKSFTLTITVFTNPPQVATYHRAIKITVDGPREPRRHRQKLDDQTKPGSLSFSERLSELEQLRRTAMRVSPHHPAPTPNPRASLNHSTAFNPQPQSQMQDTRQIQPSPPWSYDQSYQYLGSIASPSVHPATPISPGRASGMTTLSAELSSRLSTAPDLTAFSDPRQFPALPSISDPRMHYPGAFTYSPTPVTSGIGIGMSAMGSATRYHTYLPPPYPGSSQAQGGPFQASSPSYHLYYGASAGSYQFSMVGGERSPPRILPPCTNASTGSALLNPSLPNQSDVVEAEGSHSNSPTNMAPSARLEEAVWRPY
Target sequence (Q13951 whole entry, looked up): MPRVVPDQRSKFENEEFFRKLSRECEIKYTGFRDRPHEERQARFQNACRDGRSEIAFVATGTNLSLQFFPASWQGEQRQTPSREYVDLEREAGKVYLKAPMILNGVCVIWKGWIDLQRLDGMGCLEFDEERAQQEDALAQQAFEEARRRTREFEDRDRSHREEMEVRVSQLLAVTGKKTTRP
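Compounds were screened at multiple concentrations against a preformed CBF-beta(His)/RUNX1(biotin) complex (30 nM of each) for 15 min at room temperature, followed by 90 min with nickel and streptavidin beads and AlphaScreen reading.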
NPSR antag – blocks cAMP signaling of the human neuropeptide S receptor; CHO-NPSR cells, cAMP TR-FRET, antagonist mode; AID 1461; Potency, µM (top dose mostly 38.3 µM), without a hit: top-dose activity change, negative = inhibition, usual class: inhibitors; hit rate 1% among 220,000; further: potency means the concentration at half of the fitted maximal effect; on the % scale 0 is the no-effect control and ±100 the full control effect; nearly all actives have a fitted effect of over 50% in size; many of its hits are not listed in these tables
Epigenetic derep – derepresses silenced GFP reporter in murine cells | Potency, µM (titrated, usually from 53.9 µM), inactives show at the top dose GFP activation, hits mostly activators | hit rate 0.2% among 280,000 | murine LDR cells, GFP reporter derepression, 30 h; further: potency means the concentration at half of the fitted maximal effect; % of control where 0% means no effect; nearly all actives have a fitted effect of over 60% in size
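Reporter derepression read as number of fluorescent GFP-positive objects, 20-120 um in size, counted by laser-scanning cytometer. Mouse LDR line with an epigenetically silenced CMV-GFP locus; compound incubation 30 h, 37 C.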
Luc counter – blocks Kinase-Glo luciferase, a counter-screen artifact; hit rate 0.28% among 200,000; Kinase-Glo luciferase, ATP luminescence, 8 min; Potency, µM (series often up to 38.3 µM), for inactives: at the top dose activity change, negative = inhibition, most hits filed as inhibitors; Q27757; further: potency means the concentration at half of the fitted maximal effect; on the % scale 0 is the no-effect control and ±100 the full control effect; nearly all actives have a fitted effect of over 60% in size
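Substrate mix (final 50 mM imidazole pH 7.2, 50 mM KCl, 7 mM MgCl2, 10 uM ATP, 0.01% Tween 20, 0.05% BSA) plus pin-tool compound, then Kinase-Glo detection mix; 8 min ambient, luminescence read.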
LMNA splice mod – modulators of lamin A splicing; HeLa LMNA splicing GFP/RFP minigene ratio, 48 h; Potency, µM (top dose mostly 46.1 µM), for the others: top-dose ratio change, negative = inhibition, most hits filed as inhibitors; hit rate 0.01% among 200,000; AID 1487; active means well fitted inhibition curve with a large enough effect in the signal ratio, with a control signal flat, not every such curve was filed as active; inconclusive means small, poorly fitted or top-dose-only effect, or effect the other way, or a change in a side signal; the % refers to the signal ratio; further: potency means the concentration at half of the fitted maximal effect; on the % scale 0 is the no-effect control and ±100 the full control effect
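Read-out is the ratio of GFP to DsRed2 object intensity, acquired by 488 nm laser-scanning cytometry on HeLa lamin A-EGFP minigene reporter cells. Compound incubation 48 hrs at 37 °C in Opti-MEM with 2% FBS; DMSO 0.5% final.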
GLA spleen mod – alpha-galactosidase A (human) modulation | Potency, µM (series often up to 80 µM), inactives show at the highest dose activity change, negative = inhibition, usual class: inhibitors | human spleen homogenate, 4MU-alpha-Gal fluorescence, 40 min | hit rate 0.008% among 240,000 | P06280 | AID 2107;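 further: potency means the concentration at half of the fitted maximal effect; 0% = enzyme with vehicle and -100% = no enzyme basal signal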
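Human spleen homogenate (1 ug) was the enzyme source, with 4-methylumbelliferyl-alpha-D-galactopyranoside (1 mM final) in pH 5.0 citrate buffer with 0.01% Tween-20. Compounds were titrated; after 40 min at 37C, NaOH/glycine stop, 4-MU fluorescence read; AC50 from Hill fits.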
* marks the source's active call; other numbers are inactive results; u = inconclusive; x = not tested or not shown; & = joins results of further samples; [ ] = another dose, or the depositor's remark. Unless noted, the call rests on the fitted dose curve; in most records, active means well fitted curve in the direction sought with a large enough effect; inconclusive means small, poorly fitted or top-dose-only effect, or another doubt; inactive means no such curve, though single readings can be large; an effect the other way counts as inactive or inconclusive.

| item | molecule | CBFb RUNX1 block | NPSR antag | GLA spleen mod | LMNA splice mod | Luc counter | Epigenetic derep | IMPase Li cell |
| --- | --- | --- | --- | --- | --- | --- | --- | --- |
| 1 | C=C[C@]12CN(C)[C@H]3C1[C@@]1(C(=O)Nc4ccccc41)[C@H]1C[C@H]2[C@H]3CO1 | -1%[21.7 µM] | x | -8%[29.1 µM] | -12% | 3%[17.1 µM] | 2.7%[16.9 µM] | 5% |
| 2 | O=P(O)(O)C(O)c1ccc2ccccc2c1 (stereo not given) | u | x | -24% | x | x | 1.1% | 31%[activator] |
| 3 | CCCCC(=O)N/N=C/c1c(O)n(Cc2ccco2)c(=O)[nH]c1=O | x | 28% | 4% | -10% | -4% | 0.0% | 2% |
| 4 | CC(C)(C)N1C(=O)NC(=O)/C(=C\c2ccc3c(c2)CCN3CCCCl)C1=O | u | -7% | -12% | x | x | -1.0% | x |
| 5 | CC(C)c1ccc(N2C(=O)NC(=O)/C(=C\C=C\c3ccco3)C2=O)cc1 | -9% | 4µM* | -6% | x | -4% | u | -5% |
| 6 | Cc1ccc(-n2c(O)c(/C=N/Nc3ccccc3)c(=O)[nH]c2=O)cc1C | -13% | 17% | -5% | u | x | 1.1% | x |
| 7 | Cc1ccccc1NC(=O)NCCN1CC1 | -6% | 23% | 5% | x | x | 1.4% | x |
| 8 | Cc1ccc(C=C2C(Cl)=C(Cl)C(Cl)=C2Cl)cc1 | x | u | -4% | x | x | -0.3% | x |
| 9 | S=C(c1ccc(Cl)cc1)N1CCOCC1 | 7% | -9%[46.1 µM] | 0% | -3% | -2% | -5.4% | -5%[38.3 µM] |
| 10 | O=C1C2(c3ccccc3)CN3CN(C2)CC1(c1ccccc1)C3 | -4% | 4%[46.1 µM] | 7% | 4% | -4% | -6.0% | -11%[38.3 µM] |
| 11 | Nc1c(C(=O)NCc2ccco2)c2nc3ccccc3nc2n1CCN1CCOCC1 | 20% | -19%[46.1 µM] | u | 0% | 0% | -2.5% | 29%[38.3 µM] |
| 12 | CCOc1ccc(-n2nc3c(=S)[nH]nc(C)c3c2C)cc1 | 7% | 6.3µM* | 0% | 4% | -1% | 2.1% | 5µM* |

| item | molecule | CBFb RUNX1 block | NPSR antag | GLA spleen mod | LMNA splice mod | Luc counter | Epigenetic derep | IMPase Li cell |
| --- | --- | --- | --- | --- | --- | --- | --- | --- |
| 13 | Cc1nonc1OCCNCCNc1ccc([N+](=O)[O-])c2cccnc12 | -3% | -43% | 3% | u | 2% | -1.9% | 17% |
| 14 | CCCCCCCCCCCCCCCC(=O)OC[C@H](COP(=O)([O-])OCC[N+](C)(C)C)OC(C)=O | 14%&0% | x | 2%&-3% | x | -1% | 0.8%&0.0% | -13%&4% |
| 15 | S=P(Nn1cnnc1)(c1ccc(Br)cc1)c1ccc(Br)cc1 | -21% | -42% | -11% | x | 3% | 7.0% | -10% |
| 16 | c1cncc([C@@H]2CCCCN2)c1 | -4%&-5%[21.7 µM] | x | -2% | -14% | 0% | 0.0% | 5%&-4% |
| 17 | C=CCn1c(O)c(C(C)=Nc2ccc(NC(C)=O)cc2)c(=O)[nH]c1=O | 2% | -5%[46.1 µM] | -15% | -1% | 0% | 0.8% | -10%[38.3 µM] |
| 18 | CC1CCCN(CC(=O)N2CCCc3ccccc32)C1 (stereo not given) | 7% | 2% | -3% | -1% | 2% | -1.0% | 9% |
| 19 | O=c1c2ccccc2nc(-c2ccccc2)n1-c1cccnc1 | -1% | -10%[46.1 µM] | 2% | 6% | -4% | -0.2% | 2%[38.3 µM] |
| 20 | Cc1ccccc1NC1(C#N)CCCCC1 | 4% | 13% | 4% | -9%[9.22 µM] | 2% | -1.4% | -8% |
| 21 | Cc1nc2ccccc2c(=O)n1-c1ccccc1[N+](=O)[O-] | 4% | 10% | -4% | u | -1% | 3.3% | 0% |
| 22 | COc1ccc(CCn2c(O)c(C=NCc3ccc4c(c3)OCO4)c(=O)[nH]c2=O)cc1OC | 3% | 3%[46.1 µM] | 7% | 4% | -1% | 0.7% | 7%[38.3 µM] |

Gathered by group: those above with nitrogen in an aromatic ring (11)
| item | molecule | CBFb RUNX1 block | NPSR antag | GLA spleen mod | LMNA splice mod | Luc counter | Epigenetic derep | IMPase Li cell |
| --- | --- | --- | --- | --- | --- | --- | --- | --- |
| 3 | CCCCC(=O)N/N=C/c1c(O)n(Cc2ccco2)c(=O)[nH]c1=O | x | 28% | 4% | -10% | -4% | 0.0% | 2% |
| 6 | Cc1ccc(-n2c(O)c(/C=N/Nc3ccccc3)c(=O)[nH]c2=O)cc1C | -13% | 17% | -5% | u | x | 1.1% | x |
| 11 | Nc1c(C(=O)NCc2ccco2)c2nc3ccccc3nc2n1CCN1CCOCC1 | 20% | -19%[46.1 µM] | u | 0% | 0% | -2.5% | 29%[38.3 µM] |
| 12 | CCOc1ccc(-n2nc3c(=S)[nH]nc(C)c3c2C)cc1 | 7% | 6.3µM* | 0% | 4% | -1% | 2.1% | 5µM* |
| 13 | Cc1nonc1OCCNCCNc1ccc([N+](=O)[O-])c2cccnc12 | -3% | -43% | 3% | u | 2% | -1.9% | 17% |
| 15 | S=P(Nn1cnnc1)(c1ccc(Br)cc1)c1ccc(Br)cc1 | -21% | -42% | -11% | x | 3% | 7.0% | -10% |
| 16 | c1cncc([C@@H]2CCCCN2)c1 | -4%&-5%[21.7 µM] | x | -2% | -14% | 0% | 0.0% | 5%&-4% |
| 17 | C=CCn1c(O)c(C(C)=Nc2ccc(NC(C)=O)cc2)c(=O)[nH]c1=O | 2% | -5%[46.1 µM] | -15% | -1% | 0% | 0.8% | -10%[38.3 µM] |
| 19 | O=c1c2ccccc2nc(-c2ccccc2)n1-c1cccnc1 | -1% | -10%[46.1 µM] | 2% | 6% | -4% | -0.2% | 2%[38.3 µM] |
| 21 | Cc1nc2ccccc2c(=O)n1-c1ccccc1[N+](=O)[O-] | 4% | 10% | -4% | u | -1% | 3.3% | 0% |
| 22 | COc1ccc(CCn2c(O)c(C=NCc3ccc4c(c3)OCO4)c(=O)[nH]c2=O)cc1OC | 3% | 3%[46.1 µM] | 7% | 4% | -1% | 0.7% | 7%[38.3 µM] |

Assay outcomes (PubChem BioAssay)

Only part of the results is shown, so the mix of outcomes need not match the whole.
